Nrf2 block: Nrf2 pathway inhibition; Potency, µM (highest dose often 46 µM), inactives show top-dose activity change, negative = inhibition, most hits filed as inhibitors; A549 ARE-Fluc reporter, luciferase luminescence, 18-24 h; AID 504444; 360,000 compounds, 2.1% hits; further: potency means the concentration at half of the fitted maximal effect; on the % scale 0 is the no-effect control and ±100 the full control effect; nearly all actives have a fitted effect of over 60% in size
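Concentration-response testing used A549 ARE_Fluc cells at 5000 cells/well. Following an 18-24 h compound incubation, viability was read by fluorescence (Ex 405/Em 525) and luciferase output by luminescence.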
CCT chaperon mod: modulators of cytosolic chaperonin (CCT/TRiC) activity. AID 651819. activity change, % (concentration not given with the values), hits read low. 360,000 compounds, 0.3% hits. purified chaperonin ATPase assay, HTRF ADP detection, 30 min; in the data active means activity change below about -30%; further: on the % scale 0 is the no-effect control and ±100 the full control effect
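Nucleotide hydrolysis assay: TRiC at 20–40 nM final (set by batch activity) with 10 uM ATP, 30 min at 37 °C, in presence of 76 uM compound. Detection by competitive ADP HTRF, 30 min ambient.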
TGFb SMAD3 inh: inhibitors of TGF-b signaling | 410,000 compounds, 1.2% hits | AID 588855 | HepG2 CAGA-GFP TGF-b/SMAD3 reporter, GFP fluorescence, 18 h; TGF-beta stimulated, 500 pg/mL final | Potency, µM (series often up to 46.1 µM), for inactives: at the highest dose activity, negative = inhibition, hits mostly inhibitors; further: potency means the concentration at half of the fitted maximal effect; on the % scale 0 is the no-effect control and ±100 the full control effect; nearly all actives have a fitted effect of over 65% in size
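HEPG2 CAGA-GFP cells (1000/well, DMEM with 1% FBS) were pre-incubated 2 h at 37 degrees C, given compound by pin tool, then stimulated with TGF-beta at 500 pg/mL final for 18 h before per-cell GFP fluorescence imaging.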
HepG2 tox: kills HepG2 cells in TGF-b inhibitor counter-screen. HepG2 CAGA-GFP viability, ATP luminescence, 18 h. Potency, µM (doses to about 46.1 µM), inactives show at the highest dose activity change, negative = cytotoxicity, usual class: cytotoxic. 410,000 compounds, 0.76% hits. AID 588856; further: potency means the concentration at half of the fitted maximal effect; some results filed as inactive show a strong effect at the top dose
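HepG2 CAGA-GFP cells (1000/well, DMEM with 1% FBS) received compound, then TGF-beta at 500 pg/mL final, and were incubated 18 hours at 37 degrees C. Viability was read by CellTiter-Glo luminescence. Media-only wells were set as complete cell-killing and DMSO as no toxicity.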
Nrf2 ARE act: Nrf2 pathway activation; AREc32 ARE-luciferase reporter (MCF7-derived line), luminescence, 24 h; Potency, µM (titrated, usually from 46.1 µM), inactives show at the highest dose activation, most hits filed as activators; 410,000 compounds, 0.31% hits; further: potency means the concentration at half of the fitted maximal effect; % of control where 0% means no effect; nearly all actives have a fitted effect of over 65% in size
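Each well held 1000 AREc32 cells, which were incubated with compound for 24 hr at 37 deg C after overnight attachment, and ARE reporter activity was quantified by firefly luciferase luminescence.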
A549 tox: A549 cytotoxicity, counter-screen for Nrf2 inhibitors; 390,000 compounds, 0.16% hits; AID 504648; Potency, µM (highest dose often 46 µM), for the others: at the top dose activity change, negative = cytotoxicity, usual class: inhibitors; A549 ARE-Fluc cells, CellTiter-Fluor viability, 18-24 h; further: potency means the concentration at half of the fitted maximal effect; on the % scale 0 is the no-effect control and ±100 the full control effect
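A549 ARE-Fluc cells in 5% FBS OPTI-MEM, 5000 cells/well, rested 2 h then exposed to compounds in concentration-response for 18-24 h at 37 °C. Viability by CellTiter-Fluor fluorescence (Ex 405/Em 525) after 30 min; luciferase luminescence (BugLite, 15 min, RT) read afterwards.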
Mm-Cpn inhibitor: M. maripaludis TRiC chaperonin inhibition | purified Mm-Cpn ATPase, ADP Transcreener TR-FRET | 330,000 compounds, 0.031% hits | Potency, µM (highest dose often 76.9 µM), for the others: at the highest dose activity, negative = inhibition, hits mostly inhibitors; further: potency means the concentration at half of the fitted maximal effect; on the % scale 0 is the no-effect control and ±100 the full control effect; nearly all actives have a fitted effect of over 80% in size
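Purified archaeal Mm-CPN (25nM final) preincubated 10 min at 37degC with compound, then 10uM ATP for 30 min at 37degC; ADP measured by HTRF Transcreener TR-FRET; buffer 30 mM TRIS pH 7.4, 100mM KCl, 5mM MgCl2, 1mM DTT.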
pAkt inh: Akt phosphorylation inhibition. Neuro2A IGF-stimulated pAkt S473 HTRF, 20 min; stronger effect = lower value. activity change, % for hits at 50 µM. 360,000 compounds, 0.32% hits. AID 651550; in the data active means activity change below about -80%; inconclusive means mostly about -51% to -80%; further: on the % scale 0 is the no-effect control and ±100 the full control effect
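Single-point screen (50 µM final compound) in Neuro2A cells stimulated 20 min with 6 nM IGF at 37 deg C. After lysis, Ser473-phosphorylated Akt read by HTRF (ex 330 nm, em 615/665 nm) as the 665/615 ratio.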
Abeta rescue: A-beta toxicity reversal in yeast; yeast expressing A-beta42, growth rescue, OD600, 48 h; response scale: 0% DMSO, 100% iron-clioquinol control; Potency, µM (highest dose often 46.1 µM), for the others: top-dose growth rescue, hits mostly activators; 410,000 compounds, 0.063% hits; AID 1347071; further: potency means the concentration at half of the fitted maximal effect; nearly all actives have a fitted effect of over 55% in size
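Yeast A-beta toxicity model in growth medium with pinned compounds, 48 h at 30 C; growth read as absorbance at 600 nm. Normalized to FeCl3/clioquinol equimolar mix (positive) and DMSO (negative).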
* hit, by the source's call; i = inactive; ? = inconclusive; . = not tested or not shown; & = joins results of further samples. Unless noted, the call rests on the fitted dose curve; in most records, active means well fitted curve in the direction sought with a large enough effect; inconclusive means small, poorly fitted or top-dose-only effect, or another doubt; inactive means no such curve, though single readings can be large; an effect the other way counts as inactive or inconclusive.

SMILES | Nrf2 block | CCT chaperon mod | TGFb SMAD3 inh | HepG2 tox | Nrf2 ARE act | A549 tox | Mm-Cpn inhibitor | pAkt inh | Abeta rescue
Cc1ccc(C2=Nc3ccccc3N(CC(=O)Nc3ccccc3F)C(=O)C2)cc1C | 23% | . | -15% | -14% | 5.4% | -11% | . | . | -7%
Nc1cc(=O)[nH]c(SCC(=O)Nc2cccc([N+](=O)[O-])c2)n1 | 11% | -0.4 | 3% | 4% | 0.2% | 0% | 0% | i | 17%
C[C@H]1CN([C@@H](C)CO)C(=O)CCCn2nncc2CO[C@H]1CN(C)C(=O)CCC(F)(F)F | . | -0.2 | 0% | -5% | 0.2% | . | . | i | -11%
COc1ccc([C@@H]2OC2(C(N)=O)C(N)=O)cc1 | 5% | -2.4 | 12% | -7% | -0.2% | 1% | -2% | i | 12%
CCOc1ccc(-c2cc(C(=O)N/N=C(\C)c3cccnc3)c3ccccc3n2)c(OCC)c1 | 13% | -0.8 | 0% | 0% | -0.9% | -1% | -2% | i | 4%
FC(F)Oc1ccc(NC(=S)NNc2ccnc3cc(Cl)ccc23)cc1 | -7% | -4.0 | -27% | -12% | 16% | -24% | 3% | i | -3%
CCOc1cc2[nH]c(=S)n(CCCOC)c(=O)c2cc1OCC | -19% | -0.5 | 0% | -15% | -0.1% | 5% | 1% | i | 7%
COc1ccccc1NC(=O)c1ccccc1NC(=O)c1ccccn1 | -26% | -4.3 | 6% | 3% | 0.5% | -1% | -1% | i | 3%
c1ccc2c(CCN3CCNC[C@H]3Cc3cccc4ccccc34)cccc2c1 | -2% | 0.1 | ? | 13µM* | 5.9% | -6% | -4% | i | -9%
CCCCC1CCC(C(=O)N(CCOC)c2c(N)n(CC(C)C)c(=O)[nH]c2=O)CC1 (stereo not drawn) | -6% | -0.3 | -2% | -10% | -0.2% | 0% | 1% | i | -19%
Cc1ccc(NC(=S)N(CCN(C)C)Cc2cc3cc(C)ccc3[nH]c2=O)cc1 | 18% | -4.7 | 3% | -12% | 0.3% | 7% | 2% | i | -5%
O=C1CC(c2ccccc2)CN1C(=O)c1cccc([N+](=O)[O-])c1 (stereo not drawn) | -11% | -0.3 | 9% | 19% | 0.7% | 9% | 1% | i | 27%
Cc1sc2ncn(CC(=O)Nc3ccccc3F)c(=O)c2c1-c1ccccc1 | ? | 1.2 | 0% | 6% | 0.1% | -27% | 1% | i | 14%
O=C(c1cc(=O)c2cc(Cl)ccc2o1)N1CCN(Cc2ccccc2)CC1 | 3% | 1.0 | 8% | 0% | 0.3% | 5% | -1% | i | -4%
COc1ccc(C(CCN2CCN(c3ccccc3)CC2)c2c(OC)cc(OC)c3c(-c4ccccc4)cc(=O)oc23)cc1 (stereo not drawn) | ? | -0.8 | ? | -11%&-2% | 0.4% | -1%&0% | 0% | i | 28%
CCOc1cc(NC(=S)NCCCN2CCOCC2)c(OCC)cc1NC(=O)c1cccs1 | 2% | -0.8 | -23% | -5% | 1.9% | -5% | -1% | i | 1%
O=Cc1ccc(-c2c(-c3ccccc3)oc3c2C(OCCCCO)CCC3)o1 (stereo not drawn) | . | -1.2 | . | . | 19% | . | . | i | -13%
Nc1ccc2nc(COc3ccccc3)[nH]c2c1 | 6% | -2.6 | -2% | -29% | 0.6% | 5% | -1% | i | -12%
O=C(COC(=O)c1cc2ccccc2cc1O)NC(=O)NCc1ccco1 | 25% | -0.5 | -5% | 0% | 23% | 8% | -2% | i | -1%
CCN(CC)C(=O)CSc1nnc(-c2cccnc2)n1Cc1ccccc1 | -3% | -0.7 | 0% | -2% | 0.4% | -4% | -1% | i | 8%
C#CCn1c(C2CC(=O)N(c3ccc(OCC)cc3)C2)nc2ccccc21 (stereo not drawn) | 13% | . | -8% | -6% | 5.1% | 13% | . | . | -6%
Clc1ccc(CSc2ccc(-c3ccco3)nn2)cc1 | ? | -1.3 | -2% | 2% | 4.2% | 0% | -8% | i | -10%
Cc1c(C(=O)NCc2ccccc2)oc2c1C(=O)CCC2 | 10% | -1.3 | -3% | -3% | 0.9% | -3% | 0% | i | 12%
CCN1C(=O)N[C@@H](c2ccco2)C(C(C)=O)=C1C | 6% | 1.2 | 23% | 4% | 0.5% | -2% | . | i | 3%
Cc1cccc(NC(=O)CSc2nccn2Cc2ccc(F)cc2)c1C | . | . | -27% | -3% | -0.2% | -1% | . | . | 17%

An excerpt of the results above, for reference:
SMILES | Nrf2 block | CCT chaperon mod | TGFb SMAD3 inh | HepG2 tox | Nrf2 ARE act | A549 tox | Mm-Cpn inhibitor | pAkt inh | Abeta rescue
CCN1C(=O)N[C@@H](c2ccco2)C(C(C)=O)=C1C | 6% | 1.2 | 23% | 4% | 0.5% | -2% | . | i | 3%
Cc1cccc(NC(=O)CSc2nccn2Cc2ccc(F)cc2)c1C | . | . | -27% | -3% | -0.2% | -1% | . | . | 17%

(further entries)
SMILES | Nrf2 block | CCT chaperon mod | TGFb SMAD3 inh | HepG2 tox | Nrf2 ARE act | A549 tox | Mm-Cpn inhibitor | pAkt inh | Abeta rescue
O=C1CCC(CCC(=O)N2CCCC(C(=O)c3ccc4c5c(cccc35)CC4)C2)=NN1 (stereo not drawn) | -25% | -2.1 | -17% | -35% | -0.5% | -1% | -4% | i | 1%
O=C(COC(=O)c1ccccc1F)NC1CCCC1 | 3% | -1.1 | 6% | -2% | 13% | -4% | 2% | i | -1%
CCn1c(=O)cc(SCC(=O)Nc2ccc(Cl)cc2)c2ccccc21 | ? | -2.3 | 16% | -42% | 0.0% | -2% | 0% | i | -11%
CC(=O)N1c2ccccc2C(C)(c2ccc(C)cc2)CC1(C)C (stereo not drawn) | 11% | . | -17% | -35% | -0.7% | 2% | . | . | -14%
C#CCOCCOCCOCCNc1nc(N2CCN(C(=O)[C@H](CCCN=C(N)N)n3cc(C(N)[C@@H](C)CC)nn3)CC2)nc(N2CCN(C(=O)[C@H](CC(N)=O)n3cc([C@@H](N)CC(N)=O)nn3)CC2)n1 (stereo partly drawn) | 8% | 0.3 | -9% | 2% | -0.2% | -4% | -20% | i | -16%
O=C(Nc1cc(S(=O)(=O)N2CCOCC2)ccc1N1CCCCC1)c1ccc(Cl)cc1 | -17% | -1.4 | -21% | -4% | 0.1% | -2% | -16% | i | 16%
CCn1c(COc2ccc3c(c2)OCO3)nnc1SCC(=O)c1ccc(Cl)cc1 | -2% | -1.6 | -3% | -33% | 2.4% | 3% | 0% | i | 18%
COc1ccc(CCN2C(=O)CN(C3CCCCCC3)C(=O)C2c2ccc(C)cc2)cc1OC (stereo not drawn) | . | . | -4% | -16% | -0.2% | 0% | . | . | -2%
CN(C)CC(C)(C)CNC(=S)NCc1ccc2c(c1)OCO2 | 11% | -3.3 | -5% | 1% | -0.1% | ? | 1% | i | -4%
O=C(NCc1cccs1)Nc1cccc(Cl)c1 | 12% | -0.8 | 14% | -15% | 0.1% | -1% | . | i | 16%
CC1(C)OC(=O)C(=CNC(Cc2c[nH]c3ccccc23)C(=O)O)C(=O)O1 (stereo not drawn) | -15% | 0.8 | 30% | -2% | -0.6% | 4% | -1% | i | 16%
COc1cc(C2C3=C(CC(C)(C)CC3=O)Nc3ccccc3N2C(C)=O)cc(OC)c1OC (stereo not drawn) | 5% | 0.1 | -2% | -4% | 0.3% | 7% | 0% | i | 15%
O=C(c1cccc(S(=O)(=O)N2CCOCC2)c1)N1CCN(S(=O)(=O)c2cccs2)CC1 | -7% | -0.4 | 9% | 1% | -0.7% | 12% | -1% | i | -1%
COCCN=C1Sc2nc3cc(C)c(C)cc3cc2CN1Cc1cccs1 | 11% | 0.6 | -16% | -16% | 0.1% | -4% | ? | i | -2%
Cc1ccc(S(=O)(=O)NC(=O)Nc2ccc(N(C)C)cc2)cc1 | 21% | -0.3 | ? | -94% | -0.8% | ? | ? | i | 4%
COc1ccc(C(=O)Nn2c(SCc3cccc([N+](=O)[O-])c3)nc3ccccc3c2=O)cc1 | -16% | 1.7 | -10% | -16% | -1.3% | -10% | -1% | i | 2%
COc1ccc(Cl)cc1N(CC(=O)N1CCC(C)CC1)S(C)(=O)=O | 9% | -1.2 | -10% | -5% | 2.4% | ? | -1% | i | 9%
CCN(CC)CCn1c(NCc2ccco2)nc2ccccc21 | -1% | -2.6 | -4% | -13% | 2.0% | 3% | -3% | i | 8%
CCOC(=O)CN(c1ccccc1)S(=O)(=O)c1ccc(F)cc1 | -2% | -1.0 | -2% | -1% | -0.2% | 2% | 0% | i | 18%
CNC(=O)c1ccc(CSc2nc3cccnc3n2Cc2cccc(F)c2)cc1 | -4% | . | -27% | -62% | 3.4% | 15% | . | . | -5%
O=C1NC[C@H](c2ccccc2)N(CCC23CC4CC(CC(C4)C2)C3)C1=O | 0% | -0.3 | 0% | -15% | 0.4% | -2% | -1% | i | 0%
S=C(NCc1cccnc1)Nc1ccc(Oc2ccccc2)cc1 | -15% | -1.5 | -7% | -19% | -0.3% | -5% | 2% | i | -2%
Cc1ccc(Nc2nnns2)cc1C | -13% | -0.8 | -10% | -3% | 3.9% | -8% | 0% | i | 10%
Cc1onc(-c2c(Cl)cccc2Cl)c1C(=O)NC1CCCCC1 | -18% | -0.9 | -15% | -11% | 2.9% | 24% | 1% | i | 8%

Single values from above.
CC1(C)OC(=O)C(=CNC(Cc2c[nH]c3ccccc23)C(=O)O)C(=O)O1 (stereo not drawn) @ Mm-Cpn inhibitor = -1%
O=C(NCc1cccs1)Nc1cccc(Cl)c1 @ HepG2 tox = -15%
COc1ccc(CCN2C(=O)CN(C3CCCCCC3)C(=O)C2c2ccc(C)cc2)cc1OC (stereo not drawn) @ Abeta rescue = -2%
